Screens (PubChem)
p53 reactivator = qHTS assay for re-activators of p53 using a Luc reporter; AID 504706, 2011; H1299 p53-A138V BP100-luciferase reporter, luminescence, 24 h; 0.063% of 320,000 active; Potency, µM (series often up to 92.2 µM), without a hit: at the highest dose activity change, positive = activation, hits mostly activators; further: % of control where 0% means no effect; nearly all actives have a fitted effect of over 45% in size
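p53-null H1299 cells stably carrying temperature-sensitive p53-A138V and a BP100-luciferase reporter were pinned with compounds (4-point, 1:5 series) and held 24 hrs at 37 deg C. Luminescence was read 10 min after detection reagent.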
NPC1 promoter act = qHTS Assay for NPC1 Promoter Activators | Huh7 NPC1 promoter luciferase reporter, 24 h | Potency, µM (titrated, usually from 9.22 µM), without a hit: at the top dose activation, usual class: activators | 2.4% of 320,000 active;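 further: % of control where 0% means no effect; nearly all actives have a fitted effect of over 60% in size; reporter is driven by a mutant NPC1 promoter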
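Quantitative HTS used a cell-based reporter: Huh7 cells stably bearing the NPC1 promoter upstream of luciferase were treated with compounds for 24 h, and promoter activation was read as luminescence.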
RORg inh = qHTS for inhibitors of ROR gamma transcriptional activity; 5.4% of 310,000 active; Potency, µM (doses to about 53.6 µM), without a hit: top-dose activity change, negative = inhibition, actives largely listed as inhibitors; Drosophila S2 Gal4-RORgamma UAS-luciferase reporter, 20 h; AID 2551, 2010; further: on the % scale 0 is the no-effect control and ±100 the full control effect; nearly all actives have a fitted effect of over 60% in size
Target sequence (P51450 whole entry, looked up, the tested form may be a part): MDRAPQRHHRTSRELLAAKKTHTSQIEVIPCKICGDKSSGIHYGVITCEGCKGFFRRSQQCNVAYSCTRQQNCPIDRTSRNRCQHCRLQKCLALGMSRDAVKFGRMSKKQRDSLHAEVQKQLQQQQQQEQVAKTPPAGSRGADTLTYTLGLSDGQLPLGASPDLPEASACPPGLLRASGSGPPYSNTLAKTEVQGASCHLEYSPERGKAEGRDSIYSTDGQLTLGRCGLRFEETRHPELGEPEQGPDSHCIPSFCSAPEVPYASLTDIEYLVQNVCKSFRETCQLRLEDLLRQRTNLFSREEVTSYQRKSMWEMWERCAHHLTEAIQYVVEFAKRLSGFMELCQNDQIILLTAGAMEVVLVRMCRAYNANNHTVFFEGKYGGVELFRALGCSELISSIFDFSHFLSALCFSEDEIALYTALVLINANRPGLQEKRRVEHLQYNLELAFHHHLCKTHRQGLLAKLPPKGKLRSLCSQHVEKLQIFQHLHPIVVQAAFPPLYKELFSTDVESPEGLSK
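Luminescence from a UAS-regulated Photinus luciferase reporter in stably transfected Drosophila Schneider cells is measured; decreased signal marks ROR gamma inhibition. Fusion expression is induced by 700 uM copper sulfate for 20 hr.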
uPA generation = qHTS for Inhibitors of Cell Surface uPA Generation; cell surface uPA generation assay, qHTS; Potency, µM (titrated, usually from 38.3 µM), without a hit: top-dose activity change, negative = inhibition, hits mostly inhibitors; 0.31% of 330,000 active; AID 540303, 2011; active means well fitted inhibition curve with a large enough effect; inconclusive means small, poorly fitted or top-dose-only effect; inactive means no such curve, though single readings can be large or run the other way; tested in mouse RAW 264.7 cells; further: on the % scale 0 is the no-effect control and ±100 the full control effect; nearly all actives have a fitted effect of over 55% in size
BRCA1 expr act = qHTS Assay to Identify Small Molecule Activators of BRCA1 Expression; MCF7-BRCA1-FFLuc reporter, luminescence, 48 h; response scale: scaled: vehicle 0%, 10 µM genistein 100%; Potency, µM (series often up to 46.1 µM), for inactives: at the top dose activation, usual class: activators; 1.1% of 380,000 active; AID 624202, 2012; further: nearly all actives have a fitted effect of over 80% in size; some results filed as inactive show a strong effect at the top dose
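MCF7 cells carrying a BRCA1-firefly luciferase reporter (2000 cells/well, phenol-red free MEM) were attached for 2 h at 37 °C, then given compounds for 48 h. Luminescence was read 15 min after luciferase reagent; activity normalized to genistein (10 microM) and DMSO.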
Rab9 prom act = qHTS Assay for Rab9 Promoter Activators | Potency, µM (highest dose often 9.22 µM), without a hit: top-dose activation, negative = inhibition, actives largely listed as activators | Huh7 Rab9 promoter-luciferase reporter, luminescence, 24 h | AID 485297, 2010 | 2.8% of 320,000 active; further: % of control where 0% means no effect; nearly all actives have a fitted effect of over 60% in size
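Huh7 cells stably carrying Rab9 promoter–luciferase reporter, plated 1500 cells/well, compound added after 2 h and incubated 24 h at 37 °C; luciferase luminescence then read after 10 min with detection reagent.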
ELG1 genotox = qHTS screen for small molecules that induce genotoxicity in human embryonic kidney (HEK293T) cells expressing luciferase-tagged ELG1; Potency, µM (doses to about 46 µM), for the others: at the highest dose activity change, positive = activation, hits mostly activators; HEK293T ELG1-luciferase reporter, luminescence, 16 h; 1.3% of 330,000 active; further: % of control where 0% means no effect; nearly all actives have a fitted effect of over 60% in size
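HEK293T cells expressing luciferase-tagged ELG1 were treated with compound or DMSO for 16 hr at 37°C. Luciferase activity was then read after 30 min with ONE-Glo at room temperature; rising signal flags genetic stress.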
Gal4-VP16 FLuc = VP16 counterscreen qHTS for inhibitors of ROR gamma transcriptional activity; Drosophila S2 Gal4-VP16 UAS-luciferase, luminescence, 20 h; Potency, µM (highest dose often 53.6 µM), for the others: at the top dose activity, negative = inhibition, usual class: inhibitors; 3.5% of 310,000 active;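 further: Gal4-VP16 expression switched on by copper sulfate through the metallothionein promoter; on the % scale 0 is the no-effect control and ±100 the full control effect; nearly all actives have a fitted effect of over 50% in size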
FLuc modulator = qHTS profiling assay for firefly luciferase inhibitor/activator using purifed enzyme and Km concentrations of substrates (counterscreen for miR-21 project); 6.9% of 360,000 active; purified FLuc, Km substrates, luminescence inhibition; AID 588342, 2011; Luciferin 4-monooxygenase (Photinus pyralis), P08659; Potency, µM (highest dose often 57.5 µM), for inactives: at the top dose activity change, negative = inhibition, most hits filed as inhibitors;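 further: plate controls were vehicle for no effect and reference inhibitor for full effect; nearly all actives have a fitted effect of over 55% in size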
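Purified P. pyralis luciferase (10nM final) with 10uM D-luciferin and 10uM ATP (Km levels) in 50mM Tris acetate pH 7.5, 10mM Mg acetate, 0.01% Tween-20, 0.05% BSA; qHTS 6-point titration, ~60 µM downward; luminescence read.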
CXXC DNA block = qHTS Fluorescence Polarization Assay for Inhibitors of MLL CXXC domain - DNA interaction | Potency, µM (series often up to 115 µM), inactives show top-dose activity change, negative = inhibition, most hits filed as inhibitors | 0.037% of 290,000 active | Histone-lysine N-methyltransferase 2A (Homo sapiens), Q03164 | MLL-CXXC / FITC-HOXA9 DNA fluorescence polarization; active means well fitted inhibition curve with a large enough effect in the polarisation, with a control signal flat, not every such curve was filed as active; inconclusive means small, poorly fitted or top-dose-only effect, or effect the other way, or a change in a side signal; inactive means no such curve, though single readings can be large or run the other way; the % refers to the polarisation
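Fluorescence polarization: 7 uM MLL-CXXC (stock) preincubated 5 min with compounds, then 50 nM fluorescein-HOX-A9 DNA (stock) added; 30 min ambient. Buffer 50 mM Tris-HCl pH 7.5, 50 mM NaCl, 1 mM DTT, 0.05% BSA.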
MBNL1-CUG inh = qHTS Assay for Inhibitors of MBNL1-poly(CUG) RNA binding. Muscleblind-like protein 1 (Homo sapiens), Q9NR56. AID 2675, 2010. TR-FRET MBNL1-His/biotin-(CUG)12 binding, 665/545 ratio. Potency, µM (series often up to 57.5 µM), inactives show top-dose activity change, negative = inhibition, hits mostly inhibitors. 0.036% of 280,000 active; active means well fitted inhibition curve with a large enough effect in the signal ratio, with a control signal flat, not every such curve was filed as active; inconclusive means small, poorly fitted or top-dose-only effect, or effect the other way, or a change in a side signal; inactive means no such curve, though single readings can be large or run the other way; the % refers to the signal ratio; further: on the % scale 0 is the no-effect control and ±100 the full control effect
Target sequence (Q9NR56 whole entry, looked up): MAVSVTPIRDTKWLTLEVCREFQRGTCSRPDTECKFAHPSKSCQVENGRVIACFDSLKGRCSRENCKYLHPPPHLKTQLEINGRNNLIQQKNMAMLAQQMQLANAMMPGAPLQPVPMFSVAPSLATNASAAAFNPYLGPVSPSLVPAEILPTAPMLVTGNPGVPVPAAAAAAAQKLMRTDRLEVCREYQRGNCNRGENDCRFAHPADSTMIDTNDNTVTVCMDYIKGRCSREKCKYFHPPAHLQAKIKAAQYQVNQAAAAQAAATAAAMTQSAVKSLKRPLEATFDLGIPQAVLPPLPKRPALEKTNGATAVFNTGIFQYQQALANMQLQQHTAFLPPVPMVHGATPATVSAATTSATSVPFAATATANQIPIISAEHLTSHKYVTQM
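Inhibition of protein-RNA binding appears as loss of TR-FRET between terbium anti-His antibody on MBNL1-His and streptavidin-XL665 on biotin-(CUG)12. Activity is normalized to buffer-only and uninhibited-complex controls.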
The depositor's hits bear a star; ? = inconclusive; / = not tested or not shown; [ ] = remark or other dose. Unless noted, the call rests on the fitted dose curve; in most records, active means well fitted curve in the direction sought with a large enough effect; inconclusive means small, poorly fitted or top-dose-only effect, or another doubt; inactive means no such curve, though single readings can be large; an effect the other way counts as inactive or inconclusive. Potency means the concentration at half of the fitted maximal effect.

SMILES	p53 reactivator	NPC1 promoter act	RORg inh	uPA generation	BRCA1 expr act	Rab9 prom act	ELG1 genotox	Gal4-VP16 FLuc	FLuc modulator	CXXC DNA block	MBNL1-CUG inh
COC(=O)N/N=C/c1ccc(OC(=O)/C=C/c2ccco2)cc1	2%	-1%	31%	-1%	-4%	11%	-2%	-2%	-11%	22%	/
CCCCCCn1c(SCCN2CCOCC2)nc2c1c(=O)[nH]c(=O)n2C	?	-1%	27%	-3%	-12%	-1%	3%	2%	-17%	2%	4%
CC(=O)c1ccc(N2CCN(C(=O)c3ccc(NC4=NC5CS(=O)(=O)CC5S4)cc3)CC2)cc1 (stereo not drawn)	7%	-2%	-13%	-5%	6%	23%	1%	-4%	?	/	-11%
O=C(NCc1ccco1)c1ccc2ccccc2n1	0%	0%	28%	0%	32%	4%	1%	29%	-14%	3%	6%
COc1cccc(C(=O)Nc2cccc(OCC(=O)c3ccccc3)c2)c1	-3%	2%	-44%	0%	52%	2%	-15%	?	12µM*	-13%	?
O=[N+]([O-])c1cc(-c2nc(-c3ccncc3)no2)ccc1Cl	20%	7%	?	-3%	-85%[inhibitor]	-2%	-1%	?	-16%	4%	?
CCCc1nnc(NC(=O)CCC(=O)N2CCN(Cc3cc(F)ccc3OC)CC2)s1	-4%	-6%	4%	9%	-13%	-2%	-10%	-3%	3%	2%	-3%
CCN1CC(O)=C(c2nc3ccccc3s2)C1=N	?	9%	23%	-6%	?	20%	?	1%	?	9%	0%
Cc1c(=O)n(OCc2cccc(F)c2)c2ccccc2[n+]1[O-]	-4%	1%	8%	-6%	-69%	0%	-4%	-7%	5%	6%	?
CCOC(=O)N1CCN(C(=S)NC(=O)C23CC4CC(CC(C4)C2)C3)CC1	5%	-11%	3.5µM*	4%	-8%	-2%	-2%	?	0%	16%	-3%
O=C(CCCC(=O)OCC(=O)c1ccc(Cl)cc1Cl)Nc1cc(C(F)(F)F)ccc1Cl	1%	1%	14%	3%	-20%	-3%	0%	7%	3.8µM*	2%	-8%
CCCc1cc(=O)oc2cc(C)cc(OC(C)C(=O)NCCCn3ccnc3)c12 (stereo not drawn)	-3%	1%	-8%	3%	-4%	2%	5%	16%	-1%	-7%	-3%
Cc1c(C)c2c(OCC(=O)NCC(C)C)cc3c(c2oc1=O)CCC(C)(C)O3	0%	-2%	8%	4%	-43%	-6%	0%	-19%	4%	6%	1%
Cc1cc(-c2ccccc2)n(-c2ccccc2)n1	?	?	18%	-1%	8.9µM*	?	?	19%	15µM*	7%	1%
COC(=O)CSC1=C(C#N)C(c2ccc(C)cc2)C2=C(CCCC2=O)N1 (stereo not drawn)	2%	2%	?	-2%	2%	-1%	4%	1%	-3%	-5%	3%
Cc1cc(C)cc(NC(=O)C(OC(=O)c2sccc2C)c2ccccc2)c1 (stereo not drawn)	4%	-4%	14%	9%	-2%	-2%	1%	-16%	0%	2%	-14%
COc1ccc(/C=N/NC(=O)c2ccccc2Cl)cc1CSc1nc2ccccc2s1	14%	-17%	-21%	/	-92%	2%	?	12%	-1%	11%	1%
O=C(O)CCSc1nc2ccccc2n1-c1ccccc1	-3%	-1%	-11%	-8%	-33%	-1%	5%	7%	-1%	-12%	-13%
COc1cccc(CNS(=O)(=O)c2cc3c(cc2C)NC(=O)CO3)c1	/	-8%	-13%	2%	10%	3%	1%	8%	1%	/	0%
Cc1ccccc1NS(=O)(=O)c1nnc(NC(=O)CC(C)C)s1	-3%	1%	1%	0%	17%	0%	-2%	-4%	3%	4%	-7%

Only Rab9 prom act, for some of the entries so far:
SMILES | Rab9 prom act
Cc1ccccc1NS(=O)(=O)c1nnc(NC(=O)CC(C)C)s1 | 0%
Cc1cc(C)cc(NC(=O)C(OC(=O)c2sccc2C)c2ccccc2)c1 (stereo not drawn) | -2%

Next section
SMILES	p53 reactivator	NPC1 promoter act	RORg inh	uPA generation	BRCA1 expr act	Rab9 prom act	ELG1 genotox	Gal4-VP16 FLuc	FLuc modulator	CXXC DNA block	MBNL1-CUG inh
COc1ccc(C(=O)O/N=C(\N)c2ccc(Cl)cc2)cc1	?	3.2µM*	-2%	-3%	2.5µM*	?	?	-16%	2.4µM*	-1%	-3%
Cc1c(C(=O)Nc2ccc(N3CCOCC3)cc2)oc2ccccc12	4%	4µM*	?	-8%	7%	4.5µM*	8%	-18%	1.9µM*	8%	-7%
O=C(c1ccc(Br)o1)N1CCN(c2ncccn2)CC1	-2%	-8%	-1%	-2%	14%	-1%	2%	11%	3%	0%	-2%
CCC(=O)Nc1ccc(S(=O)(=O)N2CCN(c3ccc(F)cc3)CC2)cc1	-5%	-2%	-2%	3%	-10%	-9%	1%	-11%	1%	4%	7%
COc1ccc(N2C(=O)C(F)(F)C2c2cccc(F)c2)cc1 (stereo not drawn)	6%	0%	-8%	-1%	-7%	-1%	11%	-12%	-2%	14%	-1%
COc1ccc(OC)c(S(=O)(=O)n2nc(-c3ccccc3)cc2N)c1	-7%	-1%	-2%	-1%	0%	-12%	-2%	-4%	3%	17%	-4%
O=C(Cc1ccc(Cl)cc1Cl)Nc1ccncc1	-6%	-26%	?	-1%	0%	-23%	-5%	5.6µM*	1%	1%	0%
COc1cccc(-c2nnc(NC(=O)c3ccc(S(=O)(=O)N(CC(C)C)CC(C)C)cc3)o2)c1	15%	-29%	0.28µM*	-1%	-81%	-12%	-7%	0.35µM*	3%	-7%	-4%
Fc1ccc(CNC(=S)Nc2ccccc2F)cc1	-8%	1%	?	-13%	19%	2%	2%	?	-3%	-4%	5%
O=C(N/N=C\c1ccc[nH]1)c1cncc(Br)c1	13%	-15%	2.8µM*	-8%	-1%	4%	-3%	5.6µM*	-1%	-3%	12%
COc1ccc(S(=O)(=O)N(CC(=O)Nc2ccc(S(=O)(=O)N3CCOCC3)cc2)Cc2ccc(F)cc2)cc1	-5%	4%	24%	1%	-27%	1%	-3%	-4%	3%	-8%	/
O=C(C[n+]1cccc(CNC(=O)c2ccc(OC(F)F)cc2)c1)Nc1ccccc1Cl	14%	-2%	?	-3%	-25%	0%	0%	4%	0%	-1%	-19%
CCOC(=O)c1c(NC(=O)Cn2c(C)nc3ccccc32)sc2c1CCC2	-5%	-5%	6%	1%	-50%	-23%	?	?	1%	12%	12%
CCOC(=O)c1sc(NC(=O)c2ccc(S(=O)(=O)N3CCOCC3)cc2)nc1-c1ccccc1	-2%	-1%	?	21%	9%	-1%	-8%	-6%	1%	-4%	-8%
Cc1cc(C)n(-c2cccc(Cl)c2)c(=O)c1C#N	-12%	-7%	-11%	3%	25%	4%	1%	2%	0%	0%	8%
Cc1cc(C)nc(N/N=C/C2=C(N3CCOCC3)C(=C/c3ccccc3)/CC2)n1	1%	1%	-11%	-5%	-52%	0%	-15%	-20%	-2%	63%[activator]	29%
COc1ccc(-c2cc(=O)oc3c(C)c(OCC(=O)Nc4cccnc4)ccc23)cc1	-1%	0%	-15%	5%	12%	-2%	6%	-4%	0%	23%	0%
CC(=O)c1ccc(OCC(O)CN2C(C)(C)CC(O)CC2(C)C)cc1 (stereo not drawn)	6%	2%	-3%	5%	-2%	-3%	1%	2%	-1%	2%	-5%
COc1ccc(CCN2C(=O)NC(NS(=O)(=O)c3ccc(N)cc3)(C(F)(F)F)C2=O)cc1OC (stereo not drawn)	-11%	-1%	-5%	-2%	13%	-5%	5%	-2%	0%	-2%	9%
COc1ccc(N2CCN(c3ncnc4scc(-c5ccc(F)cc5)c34)CC2)cc1	-10%	-1%	12%	3%	-88%	-1%	-4%	-11%	0%	7%	5%
COc1cc(/C=N/NC(=O)C(=O)N2CCCCCC2)ccc1O	?	0%	-8%	-1%	0%	2%	1%	-7%	0%	2%	?
CCCCNC(=O)c1ccc(NS(=O)(=O)c2ccc3[nH]c(=O)[nH]c3c2)cc1	1%	11%	1%	13%	-12%	-2%	1%	-11%	-4%	-17%	4%
CC(=O)SC1CC(=O)N(c2c(C)cccc2C)C1=O (stereo not drawn)	29%	2%	10µM*	-8%	7%	-5%	-6%	?	-1%	2%	4%

This is a subset. The share of hits here may be higher or lower than overall.
